# From PubChem BioAssay
# M5 PAM – positive allosteric modulators of human muscarinic M5 receptor | P08912 | CHO-K1 hM5, Fluo-8 calcium, ACh EC20 PAM; 0% = ACh EC20, 100% = ACh EC100 | activation, % at 3 µM | hit rate 0.3% among 360,000;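 active means activation above the run cutoff, the mean activation of all test compounds plus 3 SD, cut at about 18% in these data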
# Target sequence (P08912 whole entry, looked up): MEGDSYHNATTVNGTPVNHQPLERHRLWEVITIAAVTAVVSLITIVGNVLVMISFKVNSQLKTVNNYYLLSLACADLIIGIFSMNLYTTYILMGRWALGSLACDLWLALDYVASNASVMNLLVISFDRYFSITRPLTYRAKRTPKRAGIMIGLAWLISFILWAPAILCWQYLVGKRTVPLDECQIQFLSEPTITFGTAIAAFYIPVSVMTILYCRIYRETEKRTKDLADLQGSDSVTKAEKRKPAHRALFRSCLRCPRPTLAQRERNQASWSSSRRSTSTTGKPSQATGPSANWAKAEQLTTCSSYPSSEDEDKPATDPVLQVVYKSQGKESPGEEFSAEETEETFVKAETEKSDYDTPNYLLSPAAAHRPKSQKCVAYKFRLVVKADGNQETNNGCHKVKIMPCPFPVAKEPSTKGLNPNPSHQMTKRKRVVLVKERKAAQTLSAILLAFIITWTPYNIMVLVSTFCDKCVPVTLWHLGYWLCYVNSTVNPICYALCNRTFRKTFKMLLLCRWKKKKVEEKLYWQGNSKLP
#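 Probe or stimulus: acetylcholine, EC20 level; Assay system: human M5 receptor in CHO-K1 cells; Schedule: compound preincubation 140 s before EC20 acetylcholine addition; Technique: intracellular calcium via Fluo-8 fluorescence; Dosing: single-point, 3 µM nominal; Read-out basis: percent activation from peak-over-basal fluorescence ratio, scaled EC20-to-EC100 acetylcholine; Repeats: one well per compound, no replicates.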
# M4 antag – antagonists of human muscarinic M4 receptor (CHRM4); CHO-hM4 cells, ACh EC80, Fluo-8 calcium fluorescence; inhibition, % at 3 µM; hit rate 0.73% among 360,000; AID 624125;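 active means inhibition above its plate's cutoff, the mean inhibition of sample wells plus 3 SD, cut at about 27% in these data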;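 further: 0% = acetylcholine EC80 with DMSO and 100% = DMSO without agonist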
# CHRM1 PAM – human CHRM1 positive allosteric modulation. P11229. AID 588819. CHO-K1 hM1, Fluo-8 calcium fluorescence, ACh EC20; 0% = ACh EC20, 100% = maximal ACh. activation, % at 3 µM. hit rate 0.088% among 360,000; in the data active means activation above about 19%, passing the limit was not always enough
# Target sequence (P11229 whole entry, looked up): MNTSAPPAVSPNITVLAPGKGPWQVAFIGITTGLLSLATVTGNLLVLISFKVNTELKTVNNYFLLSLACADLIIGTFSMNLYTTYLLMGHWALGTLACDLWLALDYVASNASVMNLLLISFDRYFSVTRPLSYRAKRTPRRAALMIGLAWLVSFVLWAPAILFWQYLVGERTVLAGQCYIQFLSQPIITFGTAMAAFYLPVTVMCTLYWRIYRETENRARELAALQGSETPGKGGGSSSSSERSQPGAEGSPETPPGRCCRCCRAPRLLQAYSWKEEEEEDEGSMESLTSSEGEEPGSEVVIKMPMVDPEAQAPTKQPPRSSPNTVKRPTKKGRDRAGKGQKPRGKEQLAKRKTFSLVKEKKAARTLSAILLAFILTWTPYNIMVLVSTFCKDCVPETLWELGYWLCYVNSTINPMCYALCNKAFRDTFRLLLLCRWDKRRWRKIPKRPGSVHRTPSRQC
# CHRM1 antagonist – human CHRM1 antagonism | P11229 | CHO-K1 hM1, Fluo-8 calcium fluorescence, ACh EC80 antagonist | inhibition, % at 3 µM | hit rate 1.3% among 360,000;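 active means percent inhibition above its own plate's cutoff, namely the mean of that plate's compound wells plus 3 SD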;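 further: peak over basal fluorescence ratio during 140 s after agonist addition; 0% = ACh EC80 plus DMSO and 100% = DMSO alone without agonist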
# M5 antag – blocks acetylcholine activation of human M5 receptor; P08912; CHO-hM5 cells, Fluo-8 calcium fluorescence, ACh EC80; inhibition, % at 3 µM; hit rate 0.59% among 360,000; AID 624040;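 active means inhibition above a per-plate cutoff, the mean of that plate's test compounds plus 3 SD, cut at about 27% in these data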;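 further: 0% = acetylcholine EC80 with DMSO and 100% = DMSO without agonist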
# M4 ag – agonists of human muscarinic M4 receptor (CHRM4); CHO-K1 hM4/Gqi5, Fluo-8 calcium fluorescence; vehicle 0%, full acetylcholine response 100%; activation, % at 3 µM; hit rate 0.14% among 360,000; P08173;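 active means activation above the run mean over all test wells plus 3 SD, cut at about 32% in these data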;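 further: peak over basal fluorescence ratio per well then scaled between controls; 0% = DMSO wells and 100% = acetylcholine at EC100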
# CHRM5 agonist – agonists of human muscarinic M5 receptor (CHRM5). P08912. CHO-K1 hM5 cells, Fluo-8 calcium fluorescence; 0% DMSO wells, 100% maximal acetylcholine response. activation, % at 3 µM. hit rate 0.19% among 360,000;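 active means activation above the run's mean over test compounds plus 3 SD, cut at about 23% in these data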;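 further: signal is peak over basal fluorescence ratio across the kinetic read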
# TAAR1 agonist – agonists of human TAAR1. activation, % at 3 µM. hit rate 0.99% among 360,000. Q96RJ0. CHO RD-HGA16 TAAR1, Fluo-8 calcium fluorescence; vehicle wells 0%, saturating PEA agonist 100%;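 active means activation above the mean activation of all test compounds in the run plus 3 SD, cut at about 38% in these data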
#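 Repeats: no replicates (n 1) | Material: CHO-derived RD-HGA16 cells with stable Gα16 and human TAAR1 | Technique: Kinetic Fluo-8 calcium fluorescence | Schedule: 17-24 h seeding, 75 min 37 °C dye, 30 min RT | Evaluation: % activation from peak over basal fluorescence ratio, DMSO-to-PEA scaled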
# M1 ag – activates human CHRM1 receptor; P11229; CHO-K1 hM1, Fluo-8 calcium fluorescence, agonist mode; 0% DMSO, 100% acetylcholine EC100; activation, % at 3 µM; hit rate 0.33% among 360,000;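 active means activation above the run's mean compound activation plus 3 SD, cut at about 16% in these data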;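 further: peak over basal fluorescence ratio within a 140 s kinetic read after compound addition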
# Active calls of the source: *; nt = not tested or not shown.
SMILES,M5 PAM,M4 antag,CHRM1 PAM,CHRM1 antagonist,M5 antag,M4 ag,CHRM5 agonist,TAAR1 agonist,M1 ag
CN(c1ccccc1)c1nc(N)c([N+](=O)[O-])c(NCCO)n1,-11,-4,-11,20,15,10,0,-1,-3
Cc1noc(C)c1S(=O)(=O)N1CCC(C(=O)N2CCN(Cc3ccc4c(c3)OCO4)CC2)CC1,-2,-1,1,-21,3,4,-5,2,-2
C/C(=N\OCC(=O)Nc1nc2ccccc2s1)c1ccccc1,1,9,6,-6,-6,1,-2,3,-2
CC(C)(C)OC(=O)N1CCOCCOCCNCCOCCOCC1,-1,11,0,4,1,0,0,10,-3
O=C(COC(=O)/C=C/c1cccc(Cl)c1)NC1CCCC1,1,7,21,-20,9,1,-1,19,-1
O=C(COC(=O)c1cccc(S(=O)(=O)N2CCCCCC2)c1)Nc1ccccc1,-3,8,-5,-2,-1,6,0,10,-3
CC(On1nnc2ccc(S(=O)(=O)N3CCOCC3)cc21)C(=O)Nc1ccccc1F (stereo not drawn),-2,2,3,-1,6,0,0,4,-4
O=C(NC(NCc1ccccc1)C(Cl)(Cl)Cl)c1cccnc1 (stereo not drawn),4,8,3,5,-2,1,0,2,-4
CC(C)(C)[C@H]1COC(=O)CCCC/C=C\C[C@H](CC(=O)N(CCO)Cc2ccccc2)C(=O)N1,-2,-8,1,-2,-3,7,0,4,-4
CN(C)C(/C=C/Nc1ccc(Br)cc1)=C(C#N)C#N,-5,5,7,1,-1,0,-4,0,-13
O=C(CCNS(=O)(=O)c1ccc(F)c(F)c1)NCCN1CCOCC1,6,-5,8,-6,0,1,5,2,-3
CC(C)(C)n1cnc2cc(NC(=O)c3ccccc3)ccc21,2,-2,-2,-5,-1,3,7,2,-3
Cc1ccc(-n2c(COc3ccccc3)n[nH]c2=S)cc1,2,-3,5,-2,-1,1,-2,5,-8
O=C(Nc1ccc2ccccc2c1)NC1CCS(=O)(=O)C1 (stereo not drawn),-3,-3,-7,10,4,1,-1,4,-3
COCCn1c(SC(C)C(=O)Nc2ccc3c(c2)OCCO3)nc2ccccc2c1=O (stereo not drawn),14,4,6,-8,-4,1,-7,17,-4

# Five compounds out of the list above, arranged by the number in CHRM1 antagonist, low to high.
smiles	CHRM1 antagonist
Cc1noc(C)c1S(=O)(=O)N1CCC(C(=O)N2CCN(Cc3ccc4c(c3)OCO4)CC2)CC1	-21
C/C(=N\OCC(=O)Nc1nc2ccccc2s1)c1ccccc1	-6
CC(C)(C)n1cnc2cc(NC(=O)c3ccccc3)ccc21	-5
CC(C)(C)[C@H]1COC(=O)CCCC/C=C\C[C@H](CC(=O)N(CCO)Cc2ccccc2)C(=O)N1	-2
CC(C)(C)OC(=O)N1CCOCCOCCNCCOCCOCC1	4

# New compounds follow.
SMILES,M5 PAM,M4 antag,CHRM1 PAM,CHRM1 antagonist,M5 antag,M4 ag,CHRM5 agonist,TAAR1 agonist,M1 ag
Cc1cc(C)n(Cc2ccccc2Cl)n1,-4,1,3,1,4,0,-4,2,-5
COc1ccc(CNC(=O)Cn2cc(C)c(=O)[nH]c2=O)cc1,-2,-8,-1,-2,5,0,0,3,-4
CS(=O)(=O)N(CC(=O)Nc1cccc(F)c1)Cc1ccccc1,1,5,6,1,-1,3,5,3,-2
CCOC(=O)C1CCN(S(=O)(=O)c2cc3c4c(c2)C(C)C(=O)N4CCC3)CC1 (stereo not drawn),4,-4,6,0,-5,1,-3,-1,-5
COc1ccc(Oc2nc(-c3ccccc3)ncc2C(=O)O)cc1,-8,6,0,8,2,1,-1,3,-2
Cc1onc(-c2c(Cl)cccc2Cl)c1C(=O)O/N=C(\C#N)c1c(Cl)cccc1Cl,-7,-2,-1,5,11,2,0,6,0
CCN(CC)c1ccc(NC(=O)c2ccccc2)cc1S(=O)(=O)Nc1ccccc1OC,3,-14,6,0,-6,0,-4,2,-5
COc1ccc(OCc2nnc(SCC(=O)Nc3nnc(C4CC4)s3)n2C)cc1,-1,-10,8,-8,8,1,0,-2,-10
COc1ccc(C(=O)Nc2ccc(NC(=O)c3ccccc3F)cn2)cc1,-3,-5,13,-16,11,7,-1,27,-5
Clc1ccc(CN2CCC(Cc3ccccc3)CC2)cc1,-10,10,-28,45*,10,0,-8,17,-15
CN(Cc1cccs1)C(=O)CSc1nnnn1C,-2,-6,6,-9,-4,0,-2,3,-3
CCN(CC)C(=O)Cn1cnc2sc(C(=O)N3CCN(c4ccc(F)cc4)CC3)c(C)c2c1=O,-13,-2,-5,4,-3,4,-3,4,-5
CNS(=O)(=O)c1cc(C(=O)OCC(=O)NC2CCCc3ccccc32)ccc1Cl (stereo not drawn),2,6,6,0,-1,2,4,0,0
CCOC(=O)CN1C(=O)C(=O)c2cc(C)ccc21,-1,-9,-4,15,-6,0,-2,3,-3
CCC(C)(C)n1nnnc1C(c1ccc2ncccc2c1)N1CCN(c2ccc(O)cc2)CC1 (stereo not drawn),-6,1,1,-2,12,0,0,7,-1
Cc1c(O)c(=O)c2ccccc2n1C,1,-4,11,-2,12,1,2,19,-3
COC(=O)[C@@H]1C[C@]2(Br)c3ccccc3N(S(=O)(=O)c3ccccc3)[C@@H]2N1C(=O)OC,-4,3,5,10,-2,3,3,8,3
Cc1c(C(=O)c2ccc(Cl)c(Cl)c2)cnc2cc3c(cc12)OCO3,0,-12,7,-12,-1,0,-2,8,-2
COc1cc(C(=O)NCCC(=O)NCc2c(F)cc(F)cc2F)cc(OC)c1OC,-3,-22,-7,-5,0,1,-2,1,-2
CCC(=O)N1CCc2cc(Br)cc(S(=O)(=O)N3CCCC(C(=O)O)C3)c21 (stereo not drawn),-1,-4,10,-7,0,0,-4,2,-2
Cn1c(CC(=O)Nc2ccccc2F)nnc1SCC(=O)NC1CCCC1,-1,4,11,-13,10,1,-3,-3,1
Cc1ccc(NC(=O)c2noc3c2CCC3)cc1C,2,-3,5,-8,6,1,0,-2,-2
Cc1cc(C)c(C(=O)COc2cccnc2[N+](=O)[O-])cc1C,-2,4,2,-10,3,0,-2,7,-4
COc1cc(C(=O)Oc2cc(N)n(S(=O)(=O)c3ccc(F)cc3)n2)cc(OC)c1OC,-2,11,-10,6,19,2,-1,2,-4
Cc1oc2c(c(C)cc3oc(=O)c(CC(=O)NCC(=O)NCC(=O)O)c(C)c32)c1C,-1,-8,14,-13,-3,0,3,1,0
Clc1ccc(-c2cn3cccnc3n2)cc1,-2,-6,-3,6,3,0,-5,13,-3
Cc1nnc(N(Cc2ccco2)C(=O)c2ccno2)s1,-5,-2,5,-5,2,0,-8,11,-4
CCOC(=O)Cn1c(=N)n(CCOc2ccc(Br)cc2)c2ccccc21,11,12,6,-1,-3,22,0,22,-3
CC(C)c1cc(C(=O)N/N=C/c2ccco2)n[nH]1,-6,0,9,-8,4,1,-3,6,-3
CC(C)NC(=O)Cn1c(SCC(=O)NC2CCCC2)nc2ccccc21,8,-2,1,-4,8,1,-4,1,-10
Cc1ccc(/C=N/n2cnc3sc4c(c3c2=O)CCCC4)o1,-2,-11,9,-14,6,2,-1,-1,-8
CCOc1ccc2nc(NCCCNC(=O)c3cc(OC)c(OC)c(OC)c3)c(C#N)cc2c1,3,-11,4,-10,4,2,-4,2,-4
CC(CN(C)Cc1ccccc1)OC(=O)c1ccc(F)cc1 (stereo not drawn),-3,8,-7,2,6,-2,-4,11,-7
C=C(CC[C@@H](O)C(C)(C)O)[C@H]1CC[C@]2(C)[C@@H]1CCC1[C@@]3(C)CCC(=O)C(C)(C)C3CC[C@]12C (stereo partly drawn),0,-6,4,-12,5,-1,1,9,-2
CCOC(=O)c1sc(NS(=O)(=O)c2ccc(NC(C)=O)cc2)nc1C,6,9,1,2,-1,0,1,7,-1
Cc1cc(NC(=O)CSCC(=O)Nc2ccccc2OC(F)F)no1,7,-10,3,-3,3,5,-1,1,0
O=C(Nc1ccccc1C(=O)Nc1ccccc1)c1ccccc1Br,-8,-7,-3,8,15,7,-6,-3,-4
COc1ccc(C(=O)Nc2cc3c4c(c2)CC(=O)N4CCC3)c(OC)c1,1,-11,7,-5,-18,1,-5,nt,-3
O=C(O)C1=C[C@H](c2ccc3c(c2)OCO3)C[C@H](OCc2ccc(CO)cc2)O1,0,-5,4,-4,16,4,2,14,-3
COc1ccc(/C=N/n2c(C)nc3c([nH]c4ccccc43)c2=O)cc1CN1CCCC(C)(C)C1,-2,10,-4,-2,4,1,-2,-1,-7
COc1ccc(-n2cc(C(=O)c3ccccc3O)cn2)cc1,-9,-1,8,-7,-11,2,-1,1,-10
Cc1c(C(=O)N(Cc2nccn2C)C(C)C)oc2c(F)cccc12,-1,-16,6,-5,10,1,-4,4,-4
CCOC(=O)C1CN(S(=O)(=O)c2ccc(OC)cc2)c2cc(CC(=O)OC)ccc2O1 (stereo not drawn),1,-4,10,-10,4,0,-9,4,-3
O=C(CSc1ncnc2c1cnn2CCO)Nc1cccc(C(F)(F)F)c1,-12,-1,-6,9,4,11,4,3,0
CCC1CCCCN1C(=O)CSc1nc2c(c(=O)n1C)SC(C)C2 (stereo not drawn),-2,8,5,-7,6,-1,-1,3,-4
Cc1cccc(NC(=O)C(=O)NCC2CCCO2)c1 (stereo not drawn),1,1,3,-2,5,1,1,1,-4
O=C(NCCN1CCCCC1)c1ccc2c(c1)OCCO2,4,-1,12,-13,-7,0,-2,13,-5
Cc1ccc(S(=O)(=O)N(C)c2ccc(OCC(=O)OCc3ccc(C#N)cc3)cc2)cc1,-13,-1,-13,7,6,6,6,3,0
CC(C)CN(Cc1c(O)ccc2ccccc12)CC(C)C,-4,1,6,-6,8,1,-2,7,-7
CC(C)[C@H](NC(=O)c1ccccc1F)C(=O)NC1CCCCC1,-8,5,12,-14,11,0,0,7,-7
C/C(CC(=O)Nc1ccc([N+](=O)[O-])cc1)=N\NC(=O)c1ccccc1O,-3,4,14,-18,9,2,0,2,4
O=C(NCc1ccccn1)c1cc2ccccc2oc1=O,10,2,3,1,3,1,-4,1,-4
Cc1cc(F)c(F)c(C(=O)N2C(C)CCCC2C)c1Cl (stereo not drawn),5,-5,6,-10,5,0,-8,12,-6
COc1cccc(N2C(=O)CN(Cc3ccccc3)C2=S)c1,-1,-6,10,-17,6,0,-2,3,-7
O=C(CN(C(=O)Cn1nnc(-c2ccc(F)cc2)n1)c1ccc(F)c(Cl)c1)NCC1CCCO1 (stereo not drawn),4,4,14,-12,-7,3,1,6,-6
O=S1(=O)CCC(NC(=S)N2CCCCC2)C1 (stereo not drawn),3,0,7,-8,3,0,0,4,-5
O=C(CCNC(=O)c1ccc(Br)cc1)NCC1COc2ccccc2O1 (stereo not drawn),8,-12,4,-4,-15,2,-3,1,-3
O=C(CSc1nnc(Nc2ccccc2F)s1)NCc1ccco1,-3,2,7,-6,-2,1,2,-2,0

# A portion of the library; rates above refer to the full screens.
